RGS4 pot: RGS4 potentiators or activators, primary screen, cell-based, HEK293 M3R inducible RGS4, calcium flux | carbachol calcium flux Fluo4; active compounds read low | B-score at 10 µM | 310,000 compounds, 0.92% hits | AID 463111, 2010;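 active = B-score of the integrated calcium signal more than 4 SD below the library mean, with starting fluorescence not abnormally high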;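 note: negative B-score means reduced calcium response which marks RGS4 activation or potentiation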
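test system = M3R-expressing HEK293 line, RGS4 induced by doxycycline | probe or stimulus = carbachol at ECmax as muscarinic agonist stimulus | timing = dye loading 30 min 37 °C, buffer rest 30 min RT | signal = calcium dye Fluo4 fluorescence | evaluation = B score from integrated fluorescence ratio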
HIF act: HIF pathway transcriptional activators, primary screen, cell-based, U2OS HRE-luciferase, luminescence; U2OS HRE-luciferase reporter; normalized: DMSO 0%, desferrioxamine 100%; 300,000 compounds, 0.32% hits; AID 1910, 2009; activation, % at 7.5 µM (by protocol);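 active = mean activation of at least 10% of the iron chelator positive control signal, with at least half of replicates also reaching 10%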
RGS4 block: RGS4 inhibitors, primary screen, cell-based, HEK293 M3R inducible RGS4, calcium flux; Regulator of G-protein signaling 4 (Homo sapiens), P49798; Fluo-4 calcium flux; active compounds read high; triggered by carbachol at its EC20; B-score at 10 µM; 310,000 compounds, 0.45% hits; AID 463165, 2010;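 active = B-score, a plate-corrected calcium signal, over three deviations above library mean, with baseline fluorescence within five deviations of library mean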;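 note: RGS4 expression induced by doxycycline in cells with stable M3 receptor; B-score is computed from the integrated fluorescence ratio over baseline after carbachol; higher B-score means a larger calcium signal and so more RGS4 inhibition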
Target sequence (P49798 whole entry, looked up): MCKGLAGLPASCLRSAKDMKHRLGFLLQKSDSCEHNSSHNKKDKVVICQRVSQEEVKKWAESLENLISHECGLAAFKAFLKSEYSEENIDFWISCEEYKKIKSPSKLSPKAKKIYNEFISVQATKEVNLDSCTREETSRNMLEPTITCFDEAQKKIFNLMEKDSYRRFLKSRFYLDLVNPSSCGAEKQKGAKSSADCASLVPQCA
SKKanGAS inh: S. pyogenes SKKanGAS growth inhibitors in kanamycin, primary screen, streptokinase expression inhibitor project, SKKanGAS strain, BacTiter-Glo luminescence. 6 h. inhibition, % at 7.5 µM. 300,000 compounds, 1.3% hits. AID 1662, 2009;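 active = mean replicate score, as percent of positive control median, at least 50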;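 note: strain carries kanamycin resistance gene driven by streptokinase promoter and grows in 40 µg/ml kanamycin; loss of luminescence reflects streptokinase promoter inhibition or plain growth inhibition; 0% = median of DMSO wells and 100% = positive control at its reference dose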
MrgX1 allo act: positive allosteric modulators of MrgX1, primary screen, HEK293 cells, Fluo-4 calcium flux; Mas-related G-protein coupled receptor member X1 (Homo sapiens), Q96LB2; FDSS; active compounds read high; B-score at 10 µM; 310,000 compounds, 0.63% hits; AID 588675, 2011;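 active = plate-corrected calcium response at least 3 library SD above typical, normal starting fluorescence, not activating the receptor alone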;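 note: compound read alongside a low EC10 to EC30 dose of BAM8-22 agonist; peak minus trough fluorescence over baseline measured at the second addition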
TRPC6 act: mouse TRPC6 channel activators, primary screen, cell-based, HEK293, membrane potential dye; 310,000 compounds, 0.13% hits; B-score at 10 µM; HEK293-TRPC6 membrane potential dye fluorescence; active compounds read high; Short transient receptor potential channel 6 (Mus musculus), Q61143; AID 2550, 2010;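 active = B-score of the integrated fluorescence ratio above library mean plus 3 SD, and starting fluorescence ratio within library mean plus 5 SD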;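 note: higher score means more depolarization so channel activation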
Target sequence (Q61143 whole entry, looked up): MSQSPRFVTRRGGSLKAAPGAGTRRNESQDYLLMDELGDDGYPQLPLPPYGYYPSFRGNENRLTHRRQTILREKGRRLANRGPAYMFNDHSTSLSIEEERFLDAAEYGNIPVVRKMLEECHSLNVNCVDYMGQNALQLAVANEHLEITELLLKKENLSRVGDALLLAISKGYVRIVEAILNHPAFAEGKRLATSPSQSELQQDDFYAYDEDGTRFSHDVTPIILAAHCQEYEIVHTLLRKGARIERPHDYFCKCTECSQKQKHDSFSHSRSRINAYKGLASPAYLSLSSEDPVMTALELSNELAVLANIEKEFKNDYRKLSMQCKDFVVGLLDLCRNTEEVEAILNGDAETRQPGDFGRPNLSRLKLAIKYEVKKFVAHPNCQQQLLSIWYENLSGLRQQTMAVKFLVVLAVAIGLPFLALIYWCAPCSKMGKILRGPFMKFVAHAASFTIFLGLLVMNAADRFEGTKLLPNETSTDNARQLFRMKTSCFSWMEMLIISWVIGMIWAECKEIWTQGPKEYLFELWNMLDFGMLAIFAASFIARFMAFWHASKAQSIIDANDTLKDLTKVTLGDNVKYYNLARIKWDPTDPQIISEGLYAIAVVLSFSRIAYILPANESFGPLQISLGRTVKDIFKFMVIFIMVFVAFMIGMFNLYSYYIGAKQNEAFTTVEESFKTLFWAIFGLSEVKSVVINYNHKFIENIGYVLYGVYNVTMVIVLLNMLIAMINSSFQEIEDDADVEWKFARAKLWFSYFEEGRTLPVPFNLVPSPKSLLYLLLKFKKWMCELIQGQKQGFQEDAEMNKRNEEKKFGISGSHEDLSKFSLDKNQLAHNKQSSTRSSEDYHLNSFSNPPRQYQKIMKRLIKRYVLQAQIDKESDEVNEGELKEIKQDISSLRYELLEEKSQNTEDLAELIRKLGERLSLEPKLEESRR
TRPC6 inhibitor: mouse TRPC6 channel inhibitors, primary screen, cell-based, HEK293, membrane potential dye. ACh-evoked depolarization; active compounds read low. Short transient receptor potential channel 6 (Mus musculus), Q61143. 310,000 compounds, 1.1% hits. B-score at 10 µM;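 active = B-score under library mean minus 3 SD, initial fluorescence not abnormally high, positive integrated signal ratio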;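 note: B-score derived from integrated fluorescence ratio over the kinetic read; more negative B-score means stronger inhibition of depolarization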
MrgX1 agonist: agonists of human MrgX1 receptor, primary screen, HEK293 cells, Fluo-4 calcium flux | Mas-related G-protein coupled receptor member X1 (Homo sapiens), Q96LB2 | B-score at 10 µM | Fluo-4 calcium fluorescence, agonist mode; active compounds read high | 310,000 compounds, 0.44% hits;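 active = calcium response B-score plate-corrected fluorescence ratio at least 3 library SD, with starting fluorescence B-score inside 5 SD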
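Material: HEK293 cells stably expressing human MrgX1 receptor | Quantity: 15,000 cells per well | Times: Cells plated overnight, dye loaded 0.5 h 37 °C, 0.5 h room temperature | Measured by: Kinetic Fluo-4 NW fluorescence of intracellular calcium | Control set: Positive and negative controls per plate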
TRPC4 inh: inhibitors of mouse TRPC4 channel, primary screen, Fluo4 calcium, HEK293 TRPC4beta/mu-opioid cells | DAMGO-evoked Fluo4 calcium flux; active compounds read low | 300,000 compounds, 0.39% hits | AID 2247, 2010 | B-score at 10 µM | Short transient receptor potential channel 4 (Mus musculus), Q9QUQ5;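 active = B-score over 3 SD under the library average, no early fluorescence shift, positive overall ratio signal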
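test system = HEK293 cells with stable TRPC4beta plus mu-opioid receptor expression | detection = Fluo4 Ca2+ flux fluorescence | read-out = integrated fluorescence ratio relative to baseline, converted to per-well B score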
Platelet DG rel: inhibitors of platelet dense granule secretion, primary screen, cell-based, MLPCN, human platelets. 300,000 compounds, 0.22% hits. human platelet-rich plasma, SFLLRN dense granule ATP release, luminescence. AID 1663, 2009. inhibition, %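 (compounds screened at 7.5 µM in platelet-rich plasma)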;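 active = mean replicate score, as percent of positive control, at or above 50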
MrgX1 antag: antagonists of human MrgX1 receptor, primary screen, HEK293 cells, Fluo-4 calcium flux; Mas-related G-protein coupled receptor member X1 (Homo sapiens), Q96LB2; BAM8-22 antagonism; active compounds read low; B-score at 10 µM; 310,000 compounds, 1.3% hits; AID 588676, 2011;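 active = calcium-response B-score plate-corrected more than 3 library SD below zero, starting fluorescence within 5 deviations, no agonist response on first addition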;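 note: peak minus trough fluorescence over baseline after final BAM8-22 challenge near maximal dose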
An asterisk follows results filed as active; i = inactive; / = not tested or not shown.

Values run as follows: RGS4 pot | HIF act | RGS4 block | SKKanGAS inh | MrgX1 allo act | TRPC6 act | TRPC6 inhibitor | MrgX1 agonist | TRPC4 inh | Platelet DG rel | MrgX1 antag
- O=C(c1ccccc1)c1cc2ccccc2o1
 : i | 2.6 | i | 6 | i | i | i | i | i | -1 | i
- Clc1ccc(CSc2nnc(NC3=NCCCCC3)s2)cc1
 : i | -0.2 | i | 4 | i | i | i | i | i | 4 | i
- O=C(COC(=O)c1ccccn1)c1ccc(Br)cc1
 : i | -0.2 | i | -2 | i | i | i | i | i | -1 | i
- CCCCn1c(N)c(N(CC(C)C)C(=O)C2CC(=O)N(c3ccc4c(c3)OCCO4)C2)c(=O)[nH]c1=O (centres undefined)
 : i | -1.4 | i | -4 | i | i | i | i | i | / | i
- COc1cc(/C=N/N=C(N)N)ccc1OCc1ccc(Cl)cc1
 : i | -0.9 | i | 11 | i | i | i | 30* | i | 5 | i
- O=C(NCCCn1ccnc1)/C(=C\c1ccccc1F)NC(=O)c1ccccc1
 : i | 0.6 | i | -3 | i | i | i | i | i | -6 | i
- Cc1ccc(S(=O)(=O)N(C)C)cc1NC(=S)N1CCCCC1CO (centres undefined)
 : i | 0.3 | i | -3 | i | i | i | i | i | -3 | i
- Cc1nnc(Sc2nc3c(c(=O)[nH]c(=O)n3C)n2CCc2ccccc2)s1
 : i | 0.2 | i | -4 | i | i | i | i | i | 2 | i
- O=C(NC1CCCCC1)c1c(O)nc2sccn2c1=O
 : i | -1.8 | i | -1 | i | i | i | i | i | / | i
- Clc1ccc(CSc2ncnc3nc[nH]c23)cc1
 : i | 0.1 | i | -4 | i | i | i | i | i | -1 | i
- CN1C(=O)C(O)(CC(=O)c2ccc3c(c2)OCO3)c2ccccc21 (centres undefined)
 : i | / | i | -10 | i | i | i | i | i | 10 | i
- Clc1ccc(-c2noc(CN3CCCC3)n2)cc1
 : i | 2.8 | i | 2 | i | i | i | i | i | -2 | i
- CN1C(=O)c2ccccc2N(C)C1c1cccc(O)c1 (centres undefined)
 : i | 0.7 | i | -5 | i | i | i | i | i | -5 | i
- CCCCNC(=O)/C(C#N)=C/c1ccc2c(c1)OCCO2
 : i | 0.7 | i | -4 | i | i | i | i | i | -6 | i
- O=C(CCCCC(=O)Nc1ccc(F)cc1F)Nc1ccc(F)cc1F
 : i | 0.1 | i | -8 | i | i | i | i | i | 9 | i
- CC(C)(C)n1nc2c(c1NC(=O)c1ccccc1)CS(=O)(=O)C2
 : i | -0.2 | i | 2 | i | i | i | i | i | 2 | i
- COc1ccc(CCNC(=O)[C@H](C)NC(=O)N2CCn3c2nc2ccccc23)cc1OC
 : i | -0.6 | i | -1 | i | i | i | i | i | 4 | i
- CC(Sc1n[nH]c(N)n1)c1nc2scc(-c3cccs3)c2c(=O)[nH]1 (centres undefined)
 : i | 0.6 | i | 0 | i | i | i | i | i | -1 | i
- CCOc1ccc(N=C(NN)c2ccc3ccccc3n2)cc1
 : i | -1.7 | i | 27 | i | i | i | i | i | 1 | i
- O=C(Nc1ccc(NC(=O)c2ccco2)c(Cl)c1)c1ccc2c(c1)OCCO2
 : i | 2.2 | i | 11 | i | i | i | i | i | 7 | i
- O=C(c1ccc(CS(=O)(=O)c2ccc(Br)cc2)o1)N1CCN(c2ccccn2)CC1
 : i | / | i | 1 | i | i | i | i | i | 1 | i
- COc1cccc(Nc2ncc(C#N)c(N)n2)c1
 : i | 1.5 | i | 2 | i | i | i | i | i | 22 | i
- O=C(CSc1nnc(NC(=O)c2ccc(F)cc2F)s1)NC1CC1
 : i | 1.2 | i | 1 | i | i | i | i | i | -8 | i
- COc1ccc(N2C=C3C(=O)C(C)(OC(=O)CCc4ccccc4)C(=O)C=C3C=C2c2ccc(C#N)cc2)cc1 (centres undefined)
 : i | -0.1 | i | 5 | i | i | i | i | i | 2 | i
- COc1ccc(S(=O)(=O)NCCc2cn3nc(C)c(C)nc3n2)cc1F
 : i | -0.6 | i | 10 | i | i | i | i | i | -14 | i
- Cc1ccc(Cn2c(=N)c(S(=O)(=O)c3ccc(Br)cc3)cc3c(=O)n4ccccc4nc32)cc1
 : i | -0.8 | i | 2 | i | i | i | i | i | -5 | i
- CCCN(C(=O)Cc1nc(N)n[nH]1)C1(C(=O)Nc2ccccc2C)CCCCC1
 : i | -0.2 | i | -2 | i | i | i | i | i | 3 | i
- Cc1ccc2[nH]c(=O)c(CN(Cc3ccccc3)C(=S)NCCCN(C)C)cc2c1
 : i | 1.0 | i | -8 | i | i | i | i | i | 2 | i
- O=C(CNC(=O)c1ccccc1F)OCc1nc2ccccc2s1
 : i | 2.9 | i | 0 | i | i | i | i | i | -1 | i
- CS(=O)(=O)c1ccc(Cl)c(NC(=O)COC(=O)CNC(=O)c2cccs2)c1
 : i | 0.1 | i | 1 | i | i | i | i | i | 4 | i
- CN1C2CCC1CC(N(CCc1ccccc1)C(=O)c1ccc(Cl)cc1)C2 (centres undefined)
 : i | -1.2 | i | -6 | i | i | i | i | i | -2 | i
- CCc1ccc(NC(=O)CCc2nc3cccnc3n2Cc2ccc(OC)cc2)cc1
 : -8* | -0.4 | i | 19 | i | i | i | i | i | 5 | i
- Cc1ccc(SCc2[nH]nc3c2C2(C(=O)Nc4ccc([N+](=O)[O-])cc42)C(C#N)=C(N)O3)cc1 (centres undefined)
 : i | 0.1 | 6.1* | 3 | i | i | i | i | i | -2 | i
- COc1ccc(C(c2nnnn2C2CCCCC2)N2CCN(c3ccccc3F)CC2)cc1 (centres undefined)
 : i | 0.0 | i | -3 | i | i | i | i | i | 12 | i
- O=C1CCCc2[nH]c(-c3ccccc3)nc21
 : i | 0.9 | i | -6 | i | i | i | i | i | -3 | i
- Cc1cc(C(=O)CCl)c(C)n1-c1ccon1
 : i | 3.1 | i | -3 | / | i | i | / | i | 1 | /
- Cc1cc(C)cc(C(=O)NC(CC(N)=O)c2ccc(NC3CCCCC3)c([N+](=O)[O-])c2)c1 (centres undefined)
 : i | 1.3 | i | 15 | i | i | i | i | i | 6 | i
- CCCCN(C(=O)CN1C(=O)C2CCCCC2C1=O)c1c(N)n(Cc2ccccc2)c(=O)[nH]c1=O (centres undefined)
 : i | 0.4 | i | -3 | i | i | i | i | i | 7 | i
- Cc1cc(OCCCn2ccnc2)ccc1[N+](=O)[O-]
 : i | 0.2 | i | 5 | i | i | i | i | i | 0 | i
- CCN1C(=O)c2ccccc2S(=O)(=O)c2ccc(C(=O)NC(C)C)cc21
 : i | -0.4 | i | 3 | i | i | i | i | i | -1 | i
- O=C(O)c1ccc(CSc2n[nH]c(-c3ccco3)n2)cc1
 : i | -0.7 | i | 1 | i | i | i | i | i | 6 | i
- Cc1ccc(NC(=O)C(C)N2C(=O)C3CC=C(Cl)CC3C2=O)cc1 (centres undefined)
 : i | -0.2 | i | -8 | i | i | i | i | i | -11 | i
- CCN(CCNCC(O)COc1ccccc1C(C)C)c1cccc(C)c1 (centres undefined)
 : i | 1.9 | i | 15 | i | i | i | i | i | 0 | i
- CC(=O)c1cn(C)c(=O)[nH]c1=O
 : i | 0.6 | i | -4 | i | i | i | i | i | -1 | i
- CCCCCn1c(=O)c(-c2nc3ccccc3[nH]2)c(O)c2ccccc21
 : i | 0.7 | i | 28 | i | i | i | i | i | -1 | i
- O=C(O)c1[nH]c2ccccc2c1C(c1cccc(O)c1)c1c(C(=O)O)[nH]c2ccccc12
 : i | -9.7 | i | 0 | i | i | i | i | i | 1 | i
- O=CN1CCN(C(=O)c2cccc3c2-c2ccccc2C3=O)CC1
 : i | -0.1 | i | -2 | i | i | i | i | i | 7 | i
- CC1(C)C=C(c2ccc(C=O)s2)CC(C)(C)N1
 : i | 1.2 | i | -2 | i | i | i | i | i | 2 | i
- COC(=O)c1ccc(NC(=O)COc2ccc(S(=O)(=O)NC(C)(C)C)cc2)cc1
 : i | -0.4 | i | 1 | i | i | i | i | i | 0 | i
- O=S(=O)(N1CCCCC1)N1CCN(CC(O)COc2ccc3cc(Br)ccc3c2)CC1 (centres undefined)
 : i | -0.3 | i | 20 | i | i | i | i | i | -3 | i

The listing continues.
Values run as follows: RGS4 pot | HIF act | RGS4 block | SKKanGAS inh | MrgX1 allo act | TRPC6 act | TRPC6 inhibitor | MrgX1 agonist | TRPC4 inh | Platelet DG rel | MrgX1 antag
- COc1ccc(NC(=O)CSc2ncnc3c2cnn3Cc2ccccc2)cc1OC
 : i | -0.1 | i | 4 | i | i | i | i | i | -4 | i
- COc1ccc(-c2nn(-c3ccccc3)cc2CNC(=O)c2cccc([N+](=O)[O-])c2)cc1
 : i | 0.1 | i | 9 | i | i | i | i | i | -1 | i
- COc1ccc(OC)c(CNC(=O)CCS(=O)(=O)c2ccc3c(c2)oc(=O)n3C)c1
 : i | -0.4 | i | 0 | i | i | i | i | i | 7 | i
- Cc1ccc(-c2nc(SCC(=O)Nc3cc(S(=O)(=O)N4CCCCC4)ccc3Cl)n[nH]2)cc1
 : i | -0.1 | i | -6 | i | i | i | i | i | -5 | i
- CCC(C)[C@H](NC(=O)N1CC(=O)Nc2ccccc21)C(=O)N1CCC[C@@H]1C(=O)O (some centres undefined)
 : i | -0.2 | i | 0 | i | i | i | i | i | 0 | i
- CC(C)[C@H](NC(=O)c1ccccc1Cl)C(=O)OCc1cc([N+](=O)[O-])cc2c1OCOC2
 : i | 0.7 | i | 4 | i | i | i | i | i | 1 | i
- COC(=O)c1sc(=S)n(Cc2ccccc2)c1C
 : i | -0.1 | i | -1 | i | i | i | i | i | 21 | i
- CC(=O)Nc1ccc(NC(=O)CC(C)n2ccnc2)cc1 (centres undefined)
 : i | -1.2 | i | -2 | i | i | i | i | i | -2 | -7*

Compound activity deposited in PubChem by several laboratories.
